Assay outcomes (PubChem BioAssay)
Wnt bcat act: Wnt/beta-catenin pathway activators, primary screen, cell-based, plate reader, single point; activation, % at 9.35 µM; 1.2% of 300,000 active; AID 743398, 2014; Wnt/beta-catenin reporter cell assay, activator; in the data active means activation above about 30%, passing the limit was not always enough;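 further: 0% = neutral control wells and 100% = positive control wells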
Active calls of the source: *. Not all compounds are listed; count on the stated rates, not on these rows.

> CCN(CC)CCN1CCN(c2cncc(-c3ccc4ccccc4c3)n2)CC1
  Wnt bcat act = -3

> Cc1ccccc1C(=O)N1CCC1(C)C(=O)NC(C)C (configuration not stated)
  Wnt bcat act = -1

> O=C(Nc1ccncc1)c1cc(C2CCCCN2C(=O)CCCc2ccccc2)on1 (configuration not stated)
  Wnt bcat act = -1

> N#Cc1cccc(NC(=O)c2cc(C3CCCCN3C(=O)c3ccccc3)on2)c1 (configuration not stated)
  Wnt bcat act = -3

> CN(C(=O)c1cn(C)c2ccccc12)c1ccc(Oc2cccnc2)cc1
  Wnt bcat act = 2

> O=C(NCc1ccccc1)C1c2ccccc2OCC(=O)N1CCc1c[nH]c2ccccc12 (configuration not stated)
  Wnt bcat act = -2

> O=C(Nc1cccc(Cl)c1Cl)c1csc([C@@H]2O[C@H](CO)[C@@H](O)[C@H]2O)n1
  Wnt bcat act = 19

> COC(=O)[C@@]12C[C@@H](CC(=O)NCC3CCCCC3)C(=O)N(Cc3ccco3)C1=CCC(C)(C)C2
  Wnt bcat act = -1

> CC12CN(C(=O)c3ccc([N+](=O)[O-])cc3)CC(C)(CN(C(=O)c3ccc([N+](=O)[O-])cc3)C1)C2=O
  Wnt bcat act = -2

> Nc1ncnc2c1ncn2[C@@H]1O[C@H](C(=O)N[C@@H](CCc2ccccc2)C(=O)N2CCN(CC(=O)N3CCCC3)CC2)[C@@H](O)[C@H]1O
  Wnt bcat act = 2

> CC1(C(=O)Nc2ccc3c(c2)OCCO3)CCN1C(=O)Cc1cc(F)ccc1F (configuration not stated)
  Wnt bcat act = 0

> CCOc1ccccc1NC(=O)C1CCCN1S(=O)(=O)c1ccc2c(c1)C(C)(C)C(=O)N2C (configuration not stated)
  Wnt bcat act = -1

> CC(O)(c1cccc(F)c1)c1nc(-c2cccc(F)c2)cs1 (configuration not stated)
  Wnt bcat act = -2

> CSc1ccc(CN2C(=O)C(C)Sc3ccc(C(C)=O)cc32)cc1 (configuration not stated)
  Wnt bcat act = -4

> Fc1ccc(-c2ccc3c(n2)CCCN3Cc2ccccc2C(F)(F)F)cc1
  Wnt bcat act = -9

> O=C(NCc1ccncc1)[C@@H]1CCCN1C(=O)[C@H]1CCCN1C(=O)c1c(F)cccc1F
  Wnt bcat act = 0

> CCCCN(C=O)c1c(CC)nc2c(OCC(=O)c3ccc(F)cc3)cccn12
  Wnt bcat act = 0

> CC(=O)c1cccc(NC(=O)c2ccc(-n3cncn3)c3ccoc23)c1
  Wnt bcat act = 2

> Cc1[nH]nc(N)c1N=Nc1ccc(Br)cc1
  Wnt bcat act = 8

> N#Cc1c(Cl)c(Cl)c2nnc(-c3ccc(Br)cc3)n2c1Cl
  Wnt bcat act = -4

> CCCC(NC(=O)CCc1c(C)c2cc3c(C)c(C)oc3cc2oc1=O)C(=O)NC(Cc1ccc(Cl)cc1)C(=O)O (configuration not stated)
  Wnt bcat act = -2

> CC1(C(=O)Nc2ccc(Cl)c(Cl)c2)CCN1Cc1cc2ccccc2o1 (configuration not stated)
  Wnt bcat act = 1

> CN(C)CCCNC(=O)c1ccc(-c2cc3nc(NCc4cccnc4)n(C)c(=O)c3s2)cc1
  Wnt bcat act = -8

> O=C(Nc1ccccc1)Nc1nnc([C@@H]2C[C@H](O)[C@@H](CO)O2)s1
  Wnt bcat act = 8

> CCCNC(=O)C1(C)CCCN(C(=O)c2cc(C)nn2C(C)(C)C)C1 (configuration not stated)
  Wnt bcat act = -2

> Cc1ccc(-c2nnc(SCC(=O)N/N=C/c3ccccc3C(=O)O)n2-c2ccccc2)cc1
  Wnt bcat act = 1

> C[C@@H]1CNCCN1c1ccc(N2CCS(=O)(=O)CC2)c(C#N)c1
  Wnt bcat act = -5

> O=C(Nc1ccc2c(c1)OCCO2)C1c2ccccc2OCC(=O)N1Cc1ccc2c(c1)OCO2 (configuration not stated)
  Wnt bcat act = -2

> Nc1[nH]c(C(=O)c2ccccc2)c(-c2ccc(Cl)c(F)c2)c1C(=O)c1c[nH]c2ccccc12
  Wnt bcat act = 3

> CCNc1ccccc1
  Wnt bcat act = -2

> Cc1ccc(N(C(=O)c2ccn[nH]2)C(C(=O)NC2CCCC2)c2cccs2)cc1 (configuration not stated)
  Wnt bcat act = 1

> COC(=O)[C@]12C[C@H](CC(=O)NCc3cccs3)C(=O)N(Cc3ccccc3)C1=C[C@H](C(C)(C)C)O[C@@H]2C
  Wnt bcat act = -4

> C[C@@H]1COc2cccc(N3CCN(Cc4ccccc4F)CC3)c2S(=O)(=O)N1
  Wnt bcat act = 2

> OC(c1ccc2ccccc2c1)c1ncc(-c2cccc3ccccc23)[nH]1 (configuration not stated)
  Wnt bcat act = 2

> O=C(NCc1cccnc1)c1cc(C2CCCCN2S(=O)(=O)c2ccccc2)on1 (configuration not stated)
  Wnt bcat act = -2

> CC(C)C[C@H]1COc2cc(NCc3ccc(Cl)c(Cl)c3)ccc2S(=O)(=O)N1
  Wnt bcat act = -4

> CC1(C(=O)NCc2ccccc2)CCC(=O)N1CC(F)(F)F (configuration not stated)
  Wnt bcat act = 1

> COCCN1Cc2cc(C(=O)OC)c3c(c2C1=O)c1ccccc1n3S(=O)(=O)c1ccc(C)cc1
  Wnt bcat act = -1

> COc1cccc(NC(=O)C2(C)CCN2C(=O)Cc2ccc(C(C)C)cc2)c1 (configuration not stated)
  Wnt bcat act = -1

> Cc1cccc(CN2CCN(C3CN(Cc4cn(Cc5ccccc5)nn4)S(=O)(=O)C3)CC2)c1 (configuration not stated)
  Wnt bcat act = 1

> O=C(Nc1ccccc1)C1Cc2c(-c3ccc(Cl)cc3)ccnc2O1 (configuration not stated)
  Wnt bcat act = -3

> Cc1ccccc1CC1S/C(=N/N=C/c2ccco2)NC1=O (configuration not stated)
  Wnt bcat act = -1

> COC(=O)[C@]12C[C@H](CC(=O)NCCc3ccccc3OC)C(=O)N(Cc3ccc4c(c3)OCO4)C1=C[C@H](COCc1ccccc1)O[C@@H]2C
  Wnt bcat act = -5

> Cc1cc(C)n(CCNC(=O)[C@@H](Cc2ccccc2)NC(=O)[C@H]2O[C@@H](n3ccc(=O)[nH]c3=O)[C@H](O)[C@@H]2O)n1
  Wnt bcat act = -4

> CC(C)C[C@H]1CNC(=O)C(=O)N1C[C@H]1CCCN1C[C@H](CC(C)C)N1C[C@H](Cc2ccccc2)N(CC2CCCCC2)C(=O)C1=O
  Wnt bcat act = -1

> COC(=O)C[C@H]1C=C[C@H](NC(=O)Cc2ccccc2)[C@@H](CO)O1
  Wnt bcat act = -2

> O=C(Nc1cccc(C(F)(F)F)c1)C1Cc2c(-c3ccccc3)ccnc2O1 (configuration not stated)
  Wnt bcat act = 10

> COc1cccc(C(O)c2ncc(-c3cccc(F)c3)[nH]2)c1 (configuration not stated)
  Wnt bcat act = -2

> Cc1cc(N2CCNC[C@H]2C)ccc1N1CCN(Cc2ccccc2)[C@@H](C)C1
  Wnt bcat act = -5

> Cn1c(=O)c2c(-c3ccccc3)n(-c3cccc(O)c3)cc2n(C)c1=O
  Wnt bcat act = -1

> S=C(NC1CCCCC1)N1CCC(C2C=NC=N2)CC1 (configuration not stated)
  Wnt bcat act = 0

> CCOC(=O)C1=CCN(S(=O)(=O)c2ccccc2F)C1c1ccc(Br)cc1 (configuration not stated)
  Wnt bcat act = -1

> COCCc1ccc(OC2(C)CCN(Cc3cccc(OCOC)c3)C2)cc1 (configuration not stated)
  Wnt bcat act = -2

> CC(=O)Nc1cccc(-c2csc(C(O)c3ccccc3)n2)c1 (configuration not stated)
  Wnt bcat act = -1

> Cc1cccc(C)c1NC(=O)C(CCc1ccccc1)n1c(=O)c(-c2ccccc2)nc2ccccc21 (configuration not stated)
  Wnt bcat act = -6

> CCOC(=O)C1=CCN(S(=O)(=O)c2ccc(Br)cc2)C1c1cccc(Cl)c1 (configuration not stated)
  Wnt bcat act = -1

> O=C(NCc1ccccc1)[C@@H]1CCCN1C(=O)[C@H]1CCCN1C(=O)c1ccc(Cl)c(Cl)c1
  Wnt bcat act = -3

> Clc1cccc2c1C1CC2CCN1Cc1ccccc1 (configuration not stated)
  Wnt bcat act = -2

> Cn1ccc2c(-c3cccc(C=O)c3F)cc3c(c21)C1CCC3C1 (configuration not stated)
  Wnt bcat act = -4

> O=C(Nc1c(F)c(F)c(F)c(F)c1F)OC[C@@H]1CSCCS(=O)(=O)N1
  Wnt bcat act = -3

> CC(C)c1ccc(C2OC(CCc3ccccc3)Cc3[nH]c(=S)[nH]c(=O)c32)cc1 (configuration not stated)
  Wnt bcat act = -1

> COc1cccc(CN2CCC2(C)C(=O)Nc2cccc3cccnc23)c1OC (configuration not stated)
  Wnt bcat act = -1

> CCOC(=O)[C@]12CCC=C1N(Cc1cccc3ccccc13)C(=O)[C@H](CC(=O)NCCCCc1ccccc1)C2
  Wnt bcat act = -2

> COC(=O)CC#C[C@@H](C)[C@H](NS(=O)(=O)c1ccc(C)cc1)C(C)(C)C
  Wnt bcat act = -1

> COC(=O)N1C[C@H](Oc2ncccn2)[C@H]2C[C@@H]1c1ccccc1O2
  Wnt bcat act = -1

> O=S1(=O)CC(N2CCN(CCO)CC2)CN1C1CCCCC1 (configuration not stated)
  Wnt bcat act = -2

> O=C(N[C@H](Cc1ccccc1)C(=O)NCC1CCCO1)[C@H]1O[C@@H](n2ccc(=O)[nH]c2=O)[C@H](O)[C@@H]1O (some centres not stated)
  Wnt bcat act = 0

> Cc1ccc(Cc2c(-c3cccc(Br)c3)nc3c(Cl)cc(C(F)(F)F)cn23)cc1
  Wnt bcat act = -2

> CC1(C(=O)NCc2ccccc2)CSCC(=O)N1Cc1ccco1 (configuration not stated)
  Wnt bcat act = -3

> COc1cc(Nc2cccc(-c3ccccc3)n2)cc(OC)c1OC
  Wnt bcat act = -3

> O=C(c1[nH]c(C(F)(F)F)nc1-c1ccccc1)N1CCC2(CC1)C(=O)NCN2c1ccccc1
  Wnt bcat act = -2

> NC(c1ccccc1)c1csc(NC(=O)Nc2ccccc2Oc2ccccc2)n1 (configuration not stated)
  Wnt bcat act = 3

> COc1ccc(-c2ccc3nncn3c2)cn1
  Wnt bcat act = -5

> O=C(/C=C/[C@H]1O[C@@H](n2ccc(=O)[nH]c2=O)[C@H](O)[C@@H]1O)NCc1cccc2ccccc12
  Wnt bcat act = -1

> Clc1ccc2nc(-c3cccc(Br)c3)c(Cc3ccccc3)n2c1
  Wnt bcat act = 34*

> CC(C)c1cc(C(C)C)c(S(=O)(=O)NC(c2ccccn2)C23CC2C3)c(C(C)C)c1 (configuration not stated)
  Wnt bcat act = -2

> CN(Cc1cn(Cc2cccc(C(F)(F)F)c2)nn1)C1CN(Cc2cn(Cc3cccc(C(F)(F)F)c3)nn2)S(=O)(=O)C1 (configuration not stated)
  Wnt bcat act = -6

> CCCCC(=O)N(C)c1c(C)nc2ccc(C(=O)NCCN(C)C)cn12
  Wnt bcat act = -1

> Cc1[nH]nc2c1C(c1ccc(Br)cc1)NC2=O (configuration not stated)
  Wnt bcat act = 1

> CCOC(=O)C1(C)CCCCCN1C(=O)c1ccc(C(F)(F)F)nc1C (configuration not stated)
  Wnt bcat act = 0

> COc1ccc(OC)c(S(=O)(=O)NCC2CCN(C(=O)C(=O)c3cc4ccccc4o3)CC2)c1
  Wnt bcat act = -2

> C=CCN1C(=O)c2n[nH]c(C(C)C)c2C1c1ccc2c(c1)OCO2 (configuration not stated)
  Wnt bcat act = -5

> COCCN(Cc1ccc(C)cc1)C(=O)[C@H]1O[C@@H](n2cnc3c(N)ncnc32)[C@H](O)[C@@H]1O
  Wnt bcat act = -1

> Fc1ccc(-c2nc3c4ccccc4ccn3c2CC2CCCCC2)cc1
  Wnt bcat act = 6

> CC(=O)C1=C(C)NC(=S)NC1c1ccccc1 (configuration not stated)
  Wnt bcat act = -1

> CC1(Cc2ccc(F)c(Cl)c2)C(=O)Nc2c(Cl)cccc21 (configuration not stated)
  Wnt bcat act = -1

> Cc1ccsc1C(=O)N1CCC1(C)C(=O)NCCC#N (configuration not stated)
  Wnt bcat act = -2

> CC1(C(=O)NS(=O)(=O)c2ccc(C#N)cc2)CCN1C(=O)c1ccccc1CCc1ccccc1 (configuration not stated)
  Wnt bcat act = 0

> Cc1cccc(C)c1-n1nnnc1C1c2ccccc2C(=O)N1CCCn1ccnc1 (configuration not stated)
  Wnt bcat act = 1

> Cc1ccc(S(=O)(=O)N2C[C@H]3C(=O)C[C@@H](c4ccccc4)N(S(=O)(=O)c4cccc(C)c4)[C@H]3C[C@H]2c2ccccc2)cc1
  Wnt bcat act = 0

> COc1ccc(C(C)(O)c2nc(-c3csc4ccccc34)cs2)cc1 (configuration not stated)
  Wnt bcat act = -2

> CCC(CC)C(C(=O)NC1CCCC1)N1CCN(c2cc(C)nc3ccccc23)CC1 (configuration not stated)
  Wnt bcat act = -1

> CC(C)NC(=O)c1ccc2sc([C@@H]3O[C@H](CO)[C@H](O)[C@H](O)[C@H]3O)nc2c1
  Wnt bcat act = -1

> COc1ccccc1NC(=O)Nc1nc(C(N)CCc2ccccc2)cs1 (configuration not stated)
  Wnt bcat act = -1

> OC[C@H]1O[C@H](c2nc(-c3nc(-c4cccc(-n5cccc5)c4)no3)cs2)C[C@@H]1O
  Wnt bcat act = 5

> CCCNC(=O)C1(C)CCN(CCC(=O)c2ccc(Br)cc2)C1 (configuration not stated)
  Wnt bcat act = -4

> CCOC(=O)C1(C)CCN1C(=O)c1ccc(C(=O)OC)cc1 (configuration not stated)
  Wnt bcat act = 1

> CCCCn1nnnc1C1(C)CCC(=O)N1Cc1cc(OC)ccc1OC (configuration not stated)
  Wnt bcat act = -2

> Cn1c(=O)c2cc(NC(=O)NCCc3cccs3)ccc2n1C/C=C/c1ccccc1
  Wnt bcat act = -3

> COc1ccc(C=NN(C)C(=O)Nc2cccc(Cl)c2)cc1OC
  Wnt bcat act = 0

> COC(=O)c1ccc(CSc2nc3sc(C(=O)O)c(C)c3c(=O)[nH]2)cc1
  Wnt bcat act = -1

> CC1CN(C(=O)c2ccccc2)CCC1=NO (configuration not stated)
  Wnt bcat act = -1

> CSCCC(C(=O)NCc1ccccc1)n1c(-c2ccc3c(c2)CCO3)nc2ccccc21 (configuration not stated)
  Wnt bcat act = 1

> O=c1cc(CN2CCCCC2)c2ccccc2o1
  Wnt bcat act = 1

> COCCNc1nc(NCc2ccccc2OC)c2sccc2n1
  Wnt bcat act = -6

> Cc1ccc(C(=O)C2C(=O)C3CCC2C3)cc1 (configuration not stated)
  Wnt bcat act = -1
